# HEK293 cAMP cs = counter-screen for TSHR agonists: cAMP increase in parental HEK293; parental HEK293 CNG cAMP sensor, membrane potential fluorescence; Potency, µM (titrated, usually from 57.1 µM), inactives show top-dose activation, hits mostly activators; 73,000 compounds, 2.5% hits; note: potency is the fitted concentration of half-maximal effect; % of control where 0% means no effect; nearly all actives have a fitted effect of over 55% in size
#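 Parental HEK 293 cells stably expressing a modified CNG channel (no TSHR) report cAMP rise as membrane depolarization. Membrane potential dye with 100 uM RO 20-1724 was loaded for 60 min at room temperature, then compound added for 30 min; fluorescence read at 590 nm.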
# Rhodamine autofl = compound autofluorescence in rhodamine spectral region; 59,000 compounds, 0.05% hits; Rhodamine-region fluorescence, 547/598 nm, Tris buffer; hits give high values; max dye-equivalent concentration, M; in the data active = max dye-equivalent concentration above about 11 nM; inconclusive = between about 1.1 nM and that limit
#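 A six-point rhodamine series on each plate calibrates the signal. Compounds sit in 100 mM Tris (pH 8.0) for 15 min at ambient temperature before imaging through 547 nm/598 nm filters.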
# 4-MU autofl = compound fluoresces in the 4-MU spectral region; AID 589; 59,000 compounds, 11% hits; max dye-equivalent concentration, M; compound autofluorescence, 340/450 nm, 4-MU equivalents; hits give high values; in the data active = max dye-equivalent concentration above about 10 nM; inconclusive = mostly about 1.1 nM to 9.6 nM
#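 Compounds in 100 mM Tris, pH 8.0, sat 15 min at room temperature before fluorescence was read at 340 nm excitation/450 nm emission; a per-plate six-point 4-MU standard curve converted signals to dye-equivalent concentration at each compound concentration.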
# A350 fluor = compounds fluorescent in Alexa 350 spectral region | max dye-equivalent concentration, M | Compound autofluorescence, 340/450 nm, Alexa 350 dye-equivalents; hits give high values | 59,000 compounds, 11% hits; in the data active = max dye-equivalent concentration above about 10 nM; inconclusive = mostly about 1.1 nM to 9.6 nM
# Casp7 inh = caspase-7 (human) inhibition, allosteric or competitive; P55210; recombinant caspase-7, Ac-DEVD-AFC fluorescence rate; Potency, µM (titrated, usually from 57.5 µM), for the others: at the top dose activity change, negative = inhibition, usual class: inhibitors; 75,000 compounds, 0.02% hits; active = well fitted inhibition curve with a large enough effect in the main read-out, with a control signal flat, not every such curve was filed as active; inconclusive = small, poorly fitted or top-dose-only effect, or a change in a side signal; note: potency is the fitted concentration of half-maximal effect; % of control where 0% means no effect
# USP2a inhib = inhibitors of human ubiquitin-specific protease USP2a. USP2a enzymatic assay, qHTS inhibition. Potency, µM (doses to about 38.3 µM), without a hit: at the top dose activity change, negative = inhibition, most hits filed as inhibitors. 60,000 compounds, 0.1% hits. AID 927;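 note: potency is the fitted concentration of half-maximal effect; nearly all actives have a fitted effect of over 60% in size; plate controls were DMSO for no effect and NEM full inhibition control for full effect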
# Target sequence (O75604 whole entry, looked up): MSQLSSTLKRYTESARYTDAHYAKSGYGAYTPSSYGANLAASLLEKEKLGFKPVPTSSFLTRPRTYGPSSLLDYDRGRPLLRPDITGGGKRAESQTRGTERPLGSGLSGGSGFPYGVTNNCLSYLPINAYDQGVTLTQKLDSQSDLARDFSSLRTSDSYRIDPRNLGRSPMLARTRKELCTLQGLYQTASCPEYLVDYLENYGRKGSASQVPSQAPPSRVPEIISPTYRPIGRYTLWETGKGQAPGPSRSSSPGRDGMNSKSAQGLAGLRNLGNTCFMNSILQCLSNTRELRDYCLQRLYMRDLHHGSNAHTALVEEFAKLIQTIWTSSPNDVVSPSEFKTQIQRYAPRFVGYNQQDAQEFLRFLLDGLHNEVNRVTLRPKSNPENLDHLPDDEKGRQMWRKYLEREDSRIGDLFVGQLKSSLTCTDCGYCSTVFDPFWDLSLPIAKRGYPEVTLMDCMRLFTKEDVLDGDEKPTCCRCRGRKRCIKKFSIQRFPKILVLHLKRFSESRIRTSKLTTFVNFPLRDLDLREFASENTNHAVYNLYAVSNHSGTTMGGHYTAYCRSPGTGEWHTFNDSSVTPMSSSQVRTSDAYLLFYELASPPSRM
#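 Coupled readout: USP2-cleaved Ub-PLA2 (20nM final) turns over NBD C6-HPC (20uM final), Ex 460nm/Em 535nm after 2.5 h, time-zero read flagging artifacts. Enzyme (20nM final, pH 8.0 Tris) given 30 min RT with compound first; NEM defines full inhibition.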
# Fluorescein fluor = compound fluoresces in the fluorescein spectral region | 59,000 compounds, 0.91% hits | max fluorescein-equivalent concentration, M | Compound autofluorescence, 480/540 nm, fluorescein-equivalent; hits give high values; in the data active = max fluorescein-equivalent concentration above about 10 nM; inconclusive = between about 1.1 nM and that limit
#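 In this qHTS profile, compound fluorescence was measured with a 480 nm/540 nm filter pair following a 15-min room-temperature incubation in 100 mM Tris (pH 8.0). A six-point fluorescein series on each plate served for normalization.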
# BRCT inh red = BRCT-phosphoprotein interaction inhibition (red fluorophore); P38398; BRCT-phosphopeptide binding, red fluorescence polarization; Potency, µM (doses to about 76.9 µM), for inactives: at the top dose activity change, negative = inhibition, actives largely listed as inhibitors; 75,000 compounds, 0.03% hits; AID 892; note: % is set by controls: 0 for no effect and ±100 for the full control effect
#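 Fluorescence polarization: 100 nM His-tagged BRCA1 BRCT with 100 nM TAMRA-labelled phospho-BACH1 decapeptide, phosphate buffer pH 7.3 with 150 mM NaCl, DTT, 0.01% Tween 20; 12 min RT. Binding inhibition seen as FP decrease.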
# BRCT PPI green = BRCA1 BRCT-phosphoprotein interaction inhibition; AID 875; BRCA1 BRCT-phosphopeptide binding, green fluorescence polarization; 75,000 compounds, 0.05% hits; Potency, µM (series often up to 76.9 µM), for the others: at the top dose activity change, negative = inhibition, actives largely listed as inhibitors; P38398;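 note: potency is the fitted concentration of half-maximal effect; plate controls were peptide without protein for full effect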
#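 Compounds were incubated for 12 min at room temperature with a complex of 100 nM fluorescein-tagged pBACH1 decapeptide and 250 nM His-tagged BRCT protein. Buffer was phosphate pH 7.3 with EDTA, DTT and Tween 20. Disruption of binding lowers the polarization signal.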
# Caspase-1 inhib = allosteric or competitive inhibitors of human caspase-1. P29466. Caspase-1 enzyme, Ac-WEHD-AFC fluorogenic rate. Potency, µM (doses to about 57.5 µM), without a hit: top-dose activity change, negative = inhibition, hits mostly inhibitors. 75,000 compounds, 0.03% hits. AID 900;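 note: potency is the fitted concentration of half-maximal effect; plate controls were vehicle for no effect and no substrate for full effect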
# Target sequence (P29466 120-297 limits assumed): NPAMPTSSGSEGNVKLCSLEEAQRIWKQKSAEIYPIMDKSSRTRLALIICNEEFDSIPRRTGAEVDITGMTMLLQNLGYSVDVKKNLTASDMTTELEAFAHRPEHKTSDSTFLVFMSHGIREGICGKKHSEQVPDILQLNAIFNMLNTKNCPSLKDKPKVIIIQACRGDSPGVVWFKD
# Target sequence (P29466 317-404 limits assumed): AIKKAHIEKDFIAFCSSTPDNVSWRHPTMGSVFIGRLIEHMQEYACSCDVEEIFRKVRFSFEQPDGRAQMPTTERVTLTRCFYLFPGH
# TexasRed autofl = compound fluoresces in the Texas Red spectral region. Compound fluorescence, Texas Red channel, 547/618 nm; hits give high values. max dye-equivalent concentration, M. 59,000 compounds, 0.06% hits; in the data active = max dye-equivalent concentration above about 10 nM; inconclusive = between about 1.1 nM and that limit
#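 Compound fluorescence was read after 15 min at room temperature in 100 mM Tris, pH 8.0, using 547 nm excitation and 618 nm emission across a concentration series. It was expressed as Texas Red dye-equivalent concentration from an on-plate standard curve.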
# The depositor's hits bear a star; i = inactive; ? = inconclusive; / = no result given; & = joins results of further samples; [ ] = another dose, or the depositor's remark. Unless noted, calls come from the whole dose curve; as a rule, active = well fitted curve in the direction sought with a large enough effect; inconclusive = small, poorly fitted or top-dose-only effect, or another doubt; inactive = no such curve, though single readings can be large; an effect the other way counts as inactive or inconclusive.
canonical_smiles	HEK293 cAMP cs	Rhodamine autofl	4-MU autofl	A350 fluor	Casp7 inh	USP2a inhib	Fluorescein fluor	BRCT inh red	BRCT PPI green	Caspase-1 inhib	TexasRed autofl
Cc1ccc(-n2nnnc2SCC(=O)N2CCc3ccccc3C2)c(C)c1	?	i	i	i	-1.1%	7.0%	i	0.1%	0.2%	-4.0%	i
Cc1cc2cc(CNC(=O)c3cccs3)ccc2n1C	-4.1%	?	?	?	-8.6%	25.4%	?	-10.0%	-2.1%	-6.4%	?
Cc1noc(C)c1CN1C(=O)NC2(CCCCCCC2)C1=O	-6.0%	i	i	i	-1.2%	-4.9%	i	-2.6%	-2.8%	1.9%	i
N[C@H](CCC(=O)N[C@H](CSN=O)C(=O)NCC(=O)O)C(=O)O	5.0%&4.4%	i	i	i	-4.8%&2.1%	0.1%	?	-4.6%&-1.4%	0.7%&-1.6%	-0.8%&-0.6%	i
O=C(NCCN1C(=O)CSC1=O)c1ccccc1	16.6%	i	i	i	-0.8%	-1.8%	?	0.9%	-0.8%	-0.9%	i
COc1ccccc1CNS(=O)(=O)c1cc(C)ccc1OC	10.5%	i	i	i	-4.4%	-5.7%	?	-2.2%	1.4%	-1.3%	i
Cc1ccc2c(c1)nnn2C1CCN(CC(=O)c2ccc(Cl)cc2)CC1	3.5%	i	i	i	-3.7%	158.6%[activator]	i	0.8%	0.5%	-5.2%	i
O=c1oc(-c2cccs2)nc2c1cnn2-c1ccccc1	-7.3%	/	/	/	-0.9%	-14.4%	/	0.4%	-1.7%	-0.3%	/
Cc1ccc2[nH]c(CCN(C)C)c(CC#N)c2c1	/	i	i	i	/	/	?	/	/	/	i
CCOc1ccc(C(=O)NCCC(=O)NCCCC(=O)O)cc1	-20.2%	/	/	/	-2.0%	-4.6%	/	0.5%	0.0%	1.3%	/
Cc1cc(C)c(NC(=O)C2CCCN2CCO)c(C)c1 (stereo unspecified)	8.2%	i	i	i	0.2%	-10.1%	?	-1.1%	0.4%	3.3%	i
COc1ccccc1CC1(C)NC(=O)N(CC(=O)Nc2cc(C)on2)C1=O (stereo unspecified)	-4.6%	i	?	1.01e-08M*	0.7%	3.7%	?	-0.6%	-2.9%	-1.3%	i
COc1ccc(C2CC(=O)C(C=NCCN3CCNCC3)=C(O)C2)cc1OC (stereo unspecified)	-1.7%[11.4 µM]	/	/	/	-0.1%	-1.0%[7.66 µM]	/	-0.1%	-0.2%	-1.6%	/
Cn1c(=O)[nH]c(=O)c2c1nc(Br)n2CCSc1ncccn1	/	i	i	i	/	/	i	/	/	/	i
CNC(=O)CN(c1cc(C)ccc1C)S(C)(=O)=O	1.3%	i	i	i	0.4%	3.6%	i	0.9%	-0.6%	-0.2%	i
Fc1ccc2nc(Nc3nc4c(s3)CCCC4)sc2c1	11.8%	i	?	?	-6.3%	40.3%[activator]	?	-0.5%	12.9%	-7.7%	?
Cn1c(COc2ccccc2)nnc1SCC(=O)NCc1ccccc1	0.8%	i	i	i	-0.7%	21.2%	i	-0.2%	-0.5%	3.9%	i
O=C(CCCCCN1C(=O)CCC1=O)Nc1ccc(Br)cc1F	5.6%	i	i	i	1.8%	3.6%	i	-0.3%	0.3%	-2.1%	i
CCc1ccc(CNc2ccc3c(c2)ncn3C)cc1	-12.0%	i	?	?	-0.4%	7.9%	i	-1.2%	-1.1%	-2.1%	i
CCOC(=O)c1ccc(NC(=O)CN2C(=O)CNC2=O)cc1	-0.9%	i	i	i	-0.4%	2.4%	i	-1.0%	-2.7%	0.4%	i
Cc1cccc(CSc2nnc(-c3ccccn3)n2N)c1	11.1%	i	7.89e-08M*	9.95e-08M*	-3.4%	6.6%	i	-0.5%	-0.5%	-5.6%	i
CCOc1cc(C)c(C(C)C)cc1S(=O)(=O)n1ccc(C)n1	23.3%	i	i	i	-0.6%	-24.0%	?	0.1%	0.4%	-0.6%	i
Cc1ccc2nc(NC(=O)C3CCCN(S(=O)(=O)c4cccc5nsnc45)C3)sc2c1 (stereo unspecified)	-17.4%	i	i	i	-4.8%	35.9%[activator]	?	-1.2%	23.2%	-6.3%	i
O=C(Nc1ccccc1C(F)(F)F)c1cccnc1	0.0%	i	i	i	-0.2%	-1.7%	?	1.1%	-1.8%	1.1%	i
CCCC(=O)Nc1ccc(-c2nc3cc(C)c(C)cc3o2)cc1	5.6%	i	1.02e-08M*	1.06e-08M*	-0.9%	7.8%	i	-1.3%	-0.7%	2.9%	i
CC(=O)/C(C#N)=C1\NC(=O)C(Cc2ccccc2Cl)S1 (stereo unspecified)	/	i	i	i	/	/	?	/	/	/	i
Cc1csc(NC(=O)C2CCCN(S(=O)(=O)c3cccnc3)C2)n1 (stereo unspecified)	6.8%	/	/	/	0.3%	/	/	0.2%	-1.9%	2.8%	/
CN1CCN(c2nc(-c3ccoc3)nc3ccccc23)CC1	15.1%	i	i	i	-11.7%	45.2%[activator]	i	-1.2%	-0.9%	-6.0%	i
CNC(=O)c1ccccc1-c1ccccc1	2.8%	i	i	i	1.2%	-19.4%	i	1.5%	-0.9%	0.3%	i
Cc1cc(C)n(-c2nnc(C)n2/N=C/c2ccccc2OCc2ccccc2Cl)n1	1.26µM*	/	/	/	-12.3%	1.0%[7.66 µM]	/	0.5%	7.1%	-5.3%	/
O=C(NCc1ccncc1)c1ccc(Cl)c(S(=O)(=O)N2CCOCC2)c1	5.2%	i	i	i	8.1%	-3.4%	i	-0.6%	-2.4%	-2.9%	i
CS(=O)(=O)N1CCN(C(=O)c2cc(-c3ccncc3)nc3ccc(Cl)cc23)CC1	-0.4%	i	i	i	-1.8%	22.8%	i	0.9%	-0.2%	-2.0%	i
CCOc1ccc(/C(O)=C2\C(=O)C(=O)N(CCN(C)C)C2c2cccc(OC)c2OC)cc1Cl (stereo unspecified)	-2.9%	i	i	i	-1.5%	11.3%	i	0.2%	-0.7%	0.9%	i
O=C(O)C[C@H](Sc1ccccc1)c1ccccc1	?	i	i	i	-0.2%[11.5 µM]	/	?	0.7%[15.4 µM]	0.4%[15.4 µM]	-0.4%[11.5 µM]	i
Cc1cc(C)n2c(SCc3cccs3)nnc2n1	9.0%	i	i	i	0.3%	-0.6%	i	0.2%	0.2%	-2.2%	i
COc1ccc(CN2C(=O)CCC2(C)C(=O)NC2CCCCC2)c(OC)c1 (stereo unspecified)	5.0%	i	i	i	-0.7%	2.6%	?	-1.0%	-0.1%	0.3%	i
CCCn1c(-c2ccc(F)cc2)nc2c(N3CCN(Cc4nc(OC)cc(OC)n4)CC3)nc(C)nc21	15.8µM*	/	/	/	-3.0%	/	/	0.3%	1.1%	-3.4%	/
COc1ccc(C(C)=O)c2c(O)cccc12	2.7%	i	i	i	-0.6%	24.3%	i	-1.6%	-1.7%	-3.1%	i
Cc1ccc(-n2c3c(cc(C(=O)N4CCN(C)CC4)c2=O)C(=O)CC(C)(C)C3)cc1	-3.6%	i	i	i	-2.4%	/	i	-0.6%	-1.2%	-4.5%	i
Cc1[nH]c2ccc(F)cc2c(=O)c1SC(F)(F)C(F)C(F)(F)F (stereo unspecified)	/	i	i	i	/	/	i	/	/	/	i
Cc1cccc(NS(=O)(=O)c2ccc(Cl)c(C(=O)O)c2)c1	-5.1%	/	/	/	-0.8%	/	/	0.6%	-0.7%	-2.9%	/
O=C(CN1C(=O)CSC1=O)NCc1ccccc1	-6.0%	i	i	i	-1.1%	-6.2%	?	0.6%	-3.5%	-0.8%	i
CCCC(=O)Nc1nnc(CC(=O)OCC)s1	-3.6%	i	i	i	-0.5%	1.7%	?	-0.7%	-0.7%	-0.2%	i
CC(C(=O)NCCC1=CCCCC1)N1C(=O)c2ccccc2C1=O (stereo unspecified)	?	i	i	i	-0.9%	0.9%	i	0.6%	-1.4%	-0.5%	i
COc1ccc(OC)c(S(=O)(=O)N(C)CC(=O)Nc2ccccc2OC)c1	14.6%	i	i	i	-1.3%	5.6%	i	0.9%	-0.1%	-7.7%	i
CCOc1ccc(NC(=O)CCN2CCN(S(=O)(=O)c3cc(Cl)ccc3OC)CC2)cc1	28.7%[2.29 µM]	i	i	i	-1.4%	23.5%	i	0.0%	0.7%	0.6%	i
CCOc1ccc2cc(S(=O)(=O)N3CCN(C)CC3)ccc2c1	?	i	i	?	1.0%	8.2%	i	-0.7%	-0.5%	0.3%	i
CCCc1nc2scc(-c3ccccc3)c2c(=O)n1N	-0.3%	i	i	i	-0.5%	-1.7%	i	0.7%	-0.9%	-0.8%	?
CN(C)c1ccc(N=Nc2cccc3ccoc23)cc1	-16.3%[11.4 µM]	i	i	i	0.6%[11.5 µM]	/	?	-1.7%[15.4 µM]	0.5%[15.4 µM]	-3.1%[11.5 µM]	i

# This is a subset. The share of hits here may be higher or lower than overall.
